# PKA-R2B act = activators of PKA-R2B holoenzyme, primary screen, biochemical, fluorescence polarization, Cy5-IP20, human | cAMP-dependent protein kinase catalytic subunit beta (Homo sapiens) + cAMP-dependent … | 0.079% of 340,000 active | AID 504700, 2011 | activation, % at 11.4 µM | PKA-R2B holoenzyme dissociation; R2B truncated from residue 108, S112A mutant; 0% DMSO only, 100% 113 µM cGMP;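 active = activation above a cutoff set at the mean over all compounds plus 3 SD, cut at about 18% in these data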;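 also: higher means more holoenzyme dissociation and a rise in polarization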
# Target sequence (P31323 whole entry, looked up, other chains not shown, the tested form may be a part): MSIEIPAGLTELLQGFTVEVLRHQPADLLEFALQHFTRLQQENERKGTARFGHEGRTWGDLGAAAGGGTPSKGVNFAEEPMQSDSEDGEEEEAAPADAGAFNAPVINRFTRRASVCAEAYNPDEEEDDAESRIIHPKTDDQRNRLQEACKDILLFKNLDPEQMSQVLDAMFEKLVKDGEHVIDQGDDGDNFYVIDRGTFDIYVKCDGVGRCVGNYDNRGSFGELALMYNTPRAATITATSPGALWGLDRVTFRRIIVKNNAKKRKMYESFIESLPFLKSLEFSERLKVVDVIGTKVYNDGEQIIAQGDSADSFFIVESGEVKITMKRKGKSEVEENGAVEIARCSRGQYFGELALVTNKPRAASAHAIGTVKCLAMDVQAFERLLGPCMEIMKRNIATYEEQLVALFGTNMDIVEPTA
# SR-BI DiI inh = inhibitors of SR-BI mediated HDL lipid uptake, primary screen, ldlA[mSR-BI] cells, fluorescence, single point. Scavenger receptor class B member 1 (Mus musculus), Q61009. ldlA[mSR-BI] CHO cells, DiI-HDL uptake fluorescence, 3 h. inhibition, % at 12.5 µM. 0.96% of 320,000 active;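 active = mean replicate inhibition of at least 70% and a set share of replicates each scoring 70 or more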;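 also: 0% = median of neutral control wells and 100% = median of positive control wells; values of inactives mirror those of a sister screen read the other way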
# Target sequence (Q61009 whole entry, looked up): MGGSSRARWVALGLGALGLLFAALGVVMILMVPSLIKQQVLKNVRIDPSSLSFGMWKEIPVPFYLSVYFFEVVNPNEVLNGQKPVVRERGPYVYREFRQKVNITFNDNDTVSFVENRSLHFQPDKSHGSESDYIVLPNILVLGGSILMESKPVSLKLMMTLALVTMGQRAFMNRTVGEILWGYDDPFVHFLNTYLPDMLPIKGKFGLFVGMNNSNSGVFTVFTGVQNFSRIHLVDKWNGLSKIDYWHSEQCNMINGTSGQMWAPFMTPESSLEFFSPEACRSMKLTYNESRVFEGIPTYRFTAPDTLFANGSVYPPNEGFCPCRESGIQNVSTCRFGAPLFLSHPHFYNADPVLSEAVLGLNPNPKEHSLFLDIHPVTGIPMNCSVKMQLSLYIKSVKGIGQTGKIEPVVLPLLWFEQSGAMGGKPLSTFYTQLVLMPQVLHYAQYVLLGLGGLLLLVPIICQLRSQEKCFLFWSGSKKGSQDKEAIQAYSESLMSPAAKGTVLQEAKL
# PKA-R1A act = activators of PKA-R1A holoenzyme, primary screen, biochemical, fluorescence polarization, Cy5-IP20, bovine R1A, mouse PKAc | cAMP-dependent protein kinase type I-alpha regulatory subunit (Bos taurus) + … | PKA-R1A dissociation; scaled: DMSO 0%, 113 µM cGMP 100% | activation, % at 11.4 µM | 0.083% of 340,000 active | AID 504707, 2011;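 active = percent activation above the mean of all tested compounds plus 3 SD, cut at about 19% in these data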;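 also: higher means more PKAc released from R1A so a rise in polarization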
# NSD2 inh = NSD2 histone methyltransferase inhibitors, primary screen, biochemical, AlphaScreen, single concentration, set 2. Histone-lysine N-methyltransferase NSD2 (Homo sapiens), O96028. NSD2 peptide methylation, 120 min. inhibition, % at 12.5 µM. 0.54% of 310,000 active; in the data active = inhibition above about 50%
# Arrestin-AP2 inh = inhibitors of beta-arrestin/AP2 binding, primary screen, biochemical, GPCR trafficking, flow cytometry; beta-arrestin 1 C-terminal peptide binding to AP2 beta2-adaptin appendage (human); 0.31% of 340,000 active; inhibition, % at 10 µM; FITC-arrestin peptide / GST-AP2 beads; AP2 beta2 appendage carries R879A mutation;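 active = inhibition above a set limit, near 3 SD of compounds lacking own fluorescence, cut at about 54% in these data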;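 also: plate controls were DMSO wells for no effect and 5 µM unlabelled arrestin peptide for full effect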
#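 Material – GST-tagged AP2 beta2-adaptin appendage (R879A) on 4 µm glutathione beads · Probe or stimulus – fluorescein-tagged arrestin peptide at 50 nM final · Timing – 12 min plus 1 h, RT · Detection – bead flow cytometry, FITC channel · Read-out basis – inhibition as reduced fluorescein signal on beads, percent · Medium – PBS plus Tween 20 (0.05%) and BSA (0.1%)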
# MITF act = activators of MITF-driven TRPM1 promoter reporter, primary screen, cell-based, SK-MEL-5, luciferase, single point. SK-MEL-5 TRPM1-promoter luciferase, 24 h; % of positive control, neutral wells = 0. activation, % at 12.5 µM. 0.75% of 300,000 active;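 active = mean activation of at least 80% with every replicate also reaching 80%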;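 also: 0% = neutral control wells and 100% = parthenolide positive control wells; values of inactives mirror those of a sister screen read the other way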
# SUMO Mot1 rescue = yeast Mot1-301 growth rescue at high temperature, primary screen, SUMOylation pathway inhibitor project, S. cerevisiae, ATP luminescence, 38.5C; S. cerevisiae Mot1-301 growth rescue; percent above DMSO median, 100 means doubled; growth rescue, % at 18.8 µM; 1% of 320,000 active; AID 2716, 2010;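 active = every valid replicate shows activation above 250% relative to neutral control wells; inactive = the rest, any valid replicate at or below 250%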;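 also: OY570 slx delta 5 strain wells were the positive control but not used for scaling; some compounds called inactive have numbers as strong as hits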
# dFosB activator = activators of delta FosB homodimer, primary screen, biochemical, fluorescence polarization, TAMRA-CDK5 oligo, single point; Protein FosB (Mus musculus), P13346; activation, % at 25 µM; AID 493131, 2011; purified delta FosB; percent of positive-control signal above neutral wells; 0.99% of 340,000 active;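 active = mean activation above about 17%, with every replicate also reaching it, limit read from the data, passing the limit was not always enough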;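 also: fluorescence polarization rise as delta FosB binds a TAMRA Cdk5 AP-1 oligo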
# CDK5 inh = inhibitors of human CDK5/p35 kinase, primary screen, biochemical, single concentration; Cyclin-dependent kinase 5 (Homo sapiens) + Cyclin-dependent kinase 5 activator 1 (Homo …; Recombinant CDK5/p35, ADP-Glo luminescence, 60 min; inhibition, % at 10 µM; 0.01% of 330,000 active;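 active = highest replicate inhibition of at least 50% and at least 75% of replicates reaching 50%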;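 also: plate controls were DMSO neutral control for no effect and GW8510 at 10 µM for full effect; many of its hits are not listed in these tables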
# SR-BI DiI-HDL act = activators of SR-BI mediated DiI-HDL uptake, primary screen, ldlA[mSR-BI] CHO cells, DiI fluorescence; AID 504775, 2011; 3 h; 100 = double the neutral-control signal; 0.096% of 320,000 active; activation, % at 12.5 µM;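 active = mean replicate activation of at least 60% and every replicate at or above 60%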;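 also: 0% = median plate neutral-control signal and 100% = twice that signal; values of inactives mirror those of a sister screen read the other way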
#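 Material: SR-BI-overexpressing, LDLR-lacking CHO cells | Dosing: Single compound concentration, delivered by pin transfer | Probe or stimulus: Labelled HDL, 10 µg/mL | Signal: Bottom-read cell fluorescence after medium removal, ex 550/em 595 nm | Schedule: 3 h, 37 °C | Evaluation: HDL uptake via cellular fluorescence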
# DSG3 Ab inh = inhibitors of pemphigus antibody binding to DSG3, primary screen, biochemical, bead-based, flow cytometry, scFv-GFP. 0.48% of 310,000 active. Desmoglein-3 (Homo sapiens), P32926. binding (percent of control), % at 10 µM. DSG3-coupled beads, scFv-anti-DSG3-GFP binding; active compounds read low. AID 588358, 2011;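 active = binding more than 3 SD below its plate's average and above zero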;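 also: hits lower antibody fragment binding to DSG3; some compounds called inactive have numbers as strong as hits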
# Numbers without * were called inactive; nt = not tested or not shown.
compound	PKA-R2B act	SR-BI DiI inh	PKA-R1A act	NSD2 inh	Arrestin-AP2 inh	MITF act	SUMO Mot1 rescue	dFosB activator	CDK5 inh	SR-BI DiI-HDL act	DSG3 Ab inh
Cn1cnnc1SCC(=O)Nc1ccc(Oc2ccccc2)cc1	-6	-12	-12	0	-3	7	-2	-1	0.9	12	nt
COc1ccc2nc(NC(=O)c3ccccc3F)sc2c1	-3	34	0	-4	16	8	28	4	2.5	-34	110
CCCCn1c(N)c(N(CCOC)C(=O)CCNC(=O)c2ccc(Br)cc2)c(=O)[nH]c1=O	-2	-4	8	nt	1	5	3	-2	0.3	4	100
COc1ccccc1CCC(=O)Nc1ccc(OC)c(S(=O)(=O)N2CCCCC2)c1	6	18	-5	-1	35	-10	31	-3	0.6	nt	117
C=C(c1ccccc1)c1ccccc1N	-11	-3	5	nt	-5	-3	-8	-7	0.0	3	96
Cn1c(-c2csc(-c3ccccc3)n2)n[nH]c1=S	-9	-9	4	-4	-16	22	28	2	-0.6	9	97
O=C1c2ccccc2S(=O)(=O)c2cc(C(=O)N3CCN(C(=O)c4ccccc4)CC3)ccc21	-4	-30	-13	nt	3	8	28	3	-1.9	30	101
COC(=O)Nc1nnc(CC(=O)Nc2ccccc2C)s1	-12	8	-8	0	3	-1	4	1	-5.5	-8	97
CC(=O)Oc1ccccc1/C=C/c1nc2ccccc2c(=O)o1	14	2	7	nt	0	-27	-4	-9	-0.2	-2	119
COc1ccccc1NC(=O)c1ccc(S(=O)(=O)N2CCC(C)CC2)cc1	-2	nt	-8	5	10	-5	-11	-6	0.2	nt	112
COc1ccc(C(=O)COC(=O)Cn2nnc3ccccc32)cc1Br	-8	-6	-1	0	-3	nt	-11	-3	-0.1	6	120
Cc1nnc(N2CCOCC2)c2nn(-c3cccc(Cl)c3)c(C)c12	-1	-23	-7	-1	1	-1	5	-4	0.8	23	362
CCOC(=O)N1CCN(c2c(F)cc3[nH]c(=S)[nH]c3c2Br)CC1	2	20	-2	6	0	-16	293	-3	7.7	-20	99
COC(=O)c1c(-c2ccc(C(C)(C)C)cc2)csc1NC(=O)C1C2CCC(O2)C1C(=O)O (centres undefined)	-8	-11	-8	0	-1	-12	7	4	-0.1	11	101
COc1cccc(C2c3[nH]c4ccccc4c3C[C@H]3C(=O)N(c4ccccc4C(=O)N4CCC(C(=O)O)CC4)C(=O)N23)c1 (some centres undefined)	4	6	4	nt	3	-17	-24	-7	-1.3	-6	nt
CCCCN1CC(COCc2ccccc2)Oc2cccc(F)c2S1(=O)=O (centres undefined)	-7	-5	-4	nt	32	-7	nt	-6	-0.3	5	102
O=C(O)c1cccc(N/N=C/c2cccc3ccccc23)c1	-8	-1	2	0	28	-80	1	-9	-1.4	1	110
Cc1ccc(NC(=O)CSc2nnc(C)c(=O)n2N)cc1Cl	-6	-7	-6	-2	16	9	-3	-1	-0.7	7	nt
O=C(Oc1cc2oc(=O)cc(-c3ccccc3)c2cc1Cl)C1CCCCC1	-2	-19	-3	-2	-5	29	-9	-8	-0.6	19	113
CC1Oc2ccccc2N(CC(=O)NC2CC2)C1=O (centres undefined)	-2	nt	-5	0	11	-5	3	-2	-0.6	nt	nt
O=C(O)Cc1ccc(C(=O)c2cccs2)s1	1	-4	-7	7	4	-1	-2	2	0.9	4	96
O=C(OCC(=O)C12CC3CC(CC(C3)C1)C2)c1cccnc1Cl	4	5	3	-3	0	-4	-12	-6	-1.8	-5	102
CSc1ccc(CN(C)C(=O)C(c2ccccc2)c2ccccc2)cc1	7	-10	-14	0	10	10	-8	-10	0.0	10	107
Cc1cc(Cl)ccc1OCCCC(=O)Nc1ccc(S(=O)(=O)Nc2ncccn2)cc1	0	-21	2	-1	5	2	0	-14	-2.2	21	nt
COc1cc(OC)cc(-c2c(C#Cc3ccsc3)c3cc(-c4ccc(N(C)C)nc4)ccc3n2C)c1	7	12	-6	nt	24	0	-11	-3	-0.7	-17	92
CC1CCCC(NC(=O)CCNC(=O)c2ccc(Cl)cc2)C1C (centres undefined)	-17	13	-5	-1	-3	2	-6	-7	-8.3	-13	99
COc1ccccc1OCCNC(=O)C(CCSC)NS(=O)(=O)c1ccccc1F (centres undefined)	5	-7	-3	1	38	6	20	-6	1.4	7	113
CCN1CCN(C(=O)c2ccc3nc(-c4ccccc4)c(-c4ccccc4)nc3c2)CC1	0	29	2	9	-4	7	474*	-6	-2.8	nt	106
COC(=O)Cn1c(=O)sc2ccccc21	7	-27	-13	20	11	nt	21	3	-0.6	27	103
COc1ccc(S(=O)(=O)Nc2ccccc2C(=O)N2CCOCC2)cc1F	10	6	5	-1	13	5	12	-3	1.2	-6	103
Cc1ccc(-n2ncc3c2CC(C)(C)CC3NC(=O)CCc2c(C)noc2C)cc1 (centres undefined)	3	16	3	-1	-4	-4	-23	-16	-0.7	-16	117
COc1nc(C)ccc1-c1noc(-c2cccs2)n1	nt	25	nt	-5	1	nt	0	-21	1.6	-25	101
CC1CCCCC12NC(=O)N(CC(=O)N(C)Cc1nc3ccccc3c(=O)[nH]1)C2=O (centres undefined)	-8	-16	5	1	19	8	-4	-1	-0.3	16	97
COc1ccc(OC)c(NS(=O)(=O)c2c(C(=O)N3CCCCCC3)c(C)n(C)c2C)c1	-4	-6	-14	nt	11	-4	74	-11	0.6	6	78
C/C(=N/NC(=O)c1cccs1)c1cccs1	-8	-5	4	-1	-19	nt	239	4	0.1	5	104
CCOc1ccc(S(=O)(=O)N2CCC(C(=O)N3CCCCCC3)CC2)cc1Cl	8	-1	-7	-3	-6	-13	56	-21	-1.3	1	nt
COc1cccc(C(=O)Nc2nc3c(c(=O)[nH]2)CCCC3)c1	-6	3	-4	-2	2	30	-6	-14	-1.3	-3	102
CC1CN(Cc2nc3c(c(=O)n(C)c(=O)n3C)n2CC(=O)c2ccccc2)CC(C)O1 (centres undefined)	-6	-7	4	1	7	8	107	-1	-1.7	7	121
OCC1OC(n2cnc3c(SCc4ccccc4)nc(F)nc32)C(O)C1O (centres undefined)	-3	-30	-2	1	2	-3	nt	-7	-6.0	30	106
O=C(CCc1c[nH]c2ccccc12)OCc1cccc([N+](=O)[O-])c1	-2	-10	4	35	-1	7	8	4	-0.4	10	nt
O=C(NC1CC1)c1ccc2c(c1)ncn2C1CCCC1	-5	-10	12	1	-1	26	3	-1	0.0	10	100
O=C(OC1CCOC1=O)c1cc(S(=O)(=O)N2CCOCC2)c(Cl)cc1Cl (centres undefined)	3	-1	-7	8	-2	6	-4	-4	-1.7	1	107
CCC(C)(C)n1nnnc1C(c1cccnc1)N1CCCc2ccccc21 (centres undefined)	5	-1	-1	nt	-9	0	110	-10	-0.3	1	100
CC(C)C(OC(=O)C1=Cc2ccccc2OC1)C(=O)NCC1CCCO1 (centres undefined)	-5	5	0	nt	11	9	nt	4	0.3	-5	105
O=C(Nc1cccc(NC(=O)c2cccnc2)c1)c1ccccc1	-9	15	-7	-1	2	2	-14	-5	-0.4	-15	105
CCN1C(=O)c2ccccc2S(=O)c2ccc(C(=O)NC3CC3)cc21 (centres undefined)	2	-8	5	nt	6	nt	-11	-4	0.4	8	105
CCOC(=O)c1c(NC(=O)COC(=O)Cn2cnc3ccccc32)sc2c1CCC(C)C2 (centres undefined)	-15	28	-19	-1	-3	-3	146	-10	0.7	-28	96
O=C(NC1CCCC1)c1ccc(Br)s1	-11	2	-3	-4	30	8	16	7	1.1	-2	101
CCCCCCCCn1ccc(=N)cc1	-7	-23	13	-1	2	nt	-9	0	-0.1	23	108
NNC(=O)c1cc(Br)cs1	-4	17	-7	-1	-13	-1	-9	-4	-0.3	-17	123
O=C(NCc1ccco1)C1CCCN(S(=O)(=O)c2cccc3nsnc23)C1 (centres undefined)	-12	-5	-1	-4	0	-1	122	6	-0.3	5	96
COc1ccc(-c2nnn(CC(=O)NC3CCCc4ccccc43)n2)cc1OC (centres undefined)	0	22	-5	10	-2	-7	5	0	-1.2	nt	nt
CNc1ccc(/C=C2\CSc3ccccc3C2=O)cc1[N+](=O)[O-]	-8	-21	1	-2	-3	40	58	-7	1.7	21	108
Cc1[nH]n(-c2ccccc2)c(=O)c1/C=N/N1C(=O)c2cccc3cccc(c23)C1=O	-7	-7	-8	-2	-4	-11	-17	-4	3.1	7	107
O=C(Nc1ccccc1[N+](=O)[O-])C1C(c2ccccc2)=C1c1ccccc1	0	-1	2	-5	-5	4	5	-9	0.2	1	103
COc1ccc(/C=C/c2nc(C#N)c(NCCN(C)C)o2)cc1OC	2	13	10	0	11	nt	-5	-13	-0.8	-13	105
CCCN(CC(=O)Nc1ccccc1C)C(=O)c1cc(C)oc1C	-9	9	-3	3	9	0	-5	-4	-0.4	-9	103
O=C(NCCOC(=O)c1ccc(S(=O)(=O)N2CCOCC2)cc1)c1cccnc1	-2	31	-15	-1	-5	-18	-12	1	0.0	-31	100

# From PubChem
